Assay outcomes deposited in PubChem BioAssay by Sanford-Burnham Center for Chemical Genomics.
SENP7 inh: inhibitors of human SENP7 protease | Q9BQF6 | recombinant SENP7, Z-RLRGG-aminoluciferin luminescence, 40 min | inhibition, % at 5 µM | 1.5% of 330,000 active | AID 434973;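 active = inhibition above about 50% at the single test dose, limit read from the data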;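 also: plate controls were DMSO with enzyme for no effect and no enzyme buffer wells for full effect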
Target sequence (Q9BQF6 706-1050 limits assumed): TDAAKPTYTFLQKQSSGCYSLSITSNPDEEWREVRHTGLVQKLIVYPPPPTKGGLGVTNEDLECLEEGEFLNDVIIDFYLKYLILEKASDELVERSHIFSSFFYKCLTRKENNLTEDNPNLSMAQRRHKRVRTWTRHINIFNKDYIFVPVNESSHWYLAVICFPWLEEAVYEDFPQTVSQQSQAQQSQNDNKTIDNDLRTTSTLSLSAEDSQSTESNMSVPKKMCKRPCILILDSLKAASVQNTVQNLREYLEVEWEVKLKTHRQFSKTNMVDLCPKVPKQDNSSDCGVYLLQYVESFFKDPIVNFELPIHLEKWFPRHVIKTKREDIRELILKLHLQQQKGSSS
SENP8 block-1: inhibitors of human SENP8 protease; Q96LD8; purified SENP8, Z-RLRGG-aminoluciferin cleavage, luminescence; inhibition, % at 10 µM; 1.2% of 330,000 active; AID 2540; in the data active = inhibition above about 50%
Target sequence (Q96LD8 whole entry, looked up): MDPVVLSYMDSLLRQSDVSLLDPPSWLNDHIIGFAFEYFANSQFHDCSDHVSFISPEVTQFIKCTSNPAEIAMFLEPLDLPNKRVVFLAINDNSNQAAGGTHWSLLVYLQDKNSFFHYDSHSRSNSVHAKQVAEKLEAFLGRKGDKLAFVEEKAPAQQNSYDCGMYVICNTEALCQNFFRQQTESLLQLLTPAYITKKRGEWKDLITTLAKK
HKDC1 inhibitor: inhibitors of human hexokinase HKDC1; Q2TB90; recombinant HKDC1, G6PDH/diaphorase resazurin coupled fluorescence; inhibition, % at 20 µM; 0.16% of 340,000 active; AID 493160;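 active = inhibition above about 35% when tested at 20 µM, limit read from the data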;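 also: plate controls were DMSO wells with enzyme for no effect and DMSO wells lacking enzyme for full effect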
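Test system: recombinant HKDC1 (HK5) hexokinase enzyme, produced in-house / Doses: 20 µM test compound, 1% DMSO / Timing: 90 min, room temperature / Detection: G6PDH/diaphorase-coupled fluorescence, 1 mM NADP, 100 µM resazurin, 525/613 nm / Control set: DMSO wells with and without enzyme mix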
SENP8 block-2: inhibitors of human SENP8 protease | 0.64% of 360,000 active | inhibition, % at 20 µM | Q96LD8 | AID 602440 | recombinant SENP8, Nedd8 substrate fluorescence; in the data active = inhibition mostly above about 40%, no sharp cut-off; inactive = mostly below about 27%
beta cell repl: induces beta-cell replication in MIN6 cells | proliferation, % at 10 µM | MIN6 cells proliferation, ATPlite luminescence, 48 h; cells starved in 0.2% serum; 100% = growth in 10% serum | 0.29% of 330,000 active | AID 2380;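 active = compounds whose signal lies at least 3.5 SD above the mean of all wells on their plate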;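 also: 0% = DMSO-treated cells in low-serum medium and 100% = 10% serum control; some compounds called inactive have numbers as strong as hits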
SENP6 block: blocks the human protease SENP6; 1.8% of 330,000 active; Q9GZR1; Recombinant SENP6 catalytic domain, aminoluciferin luminescence; inhibition, % at 10 µM; AID 2599;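 active = inhibition above about 50% at the single tested dose, limit read from the data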;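 also: plate controls were DMSO wells with enzyme for no effect and DMSO wells lacking enzyme for full effect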
UBC13 polyUb: blocks human UBC13 polyubiquitin chain formation; inhibition, % at 20 µM; 0.47% of 330,000 active; TR-FRET; P61088; AID 485273; in the data active = inhibition above about 45%, passing the limit was not always enough; inconclusive = no clear call, values can overlap the other calls
Target sequence (P61088 whole entry, looked up): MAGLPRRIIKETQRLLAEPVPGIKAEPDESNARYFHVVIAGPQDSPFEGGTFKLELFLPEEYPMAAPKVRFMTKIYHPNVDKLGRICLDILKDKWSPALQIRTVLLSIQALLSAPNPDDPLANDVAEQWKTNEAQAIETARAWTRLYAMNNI
SENP1 FRET inh: inhibitors of human SENP1 SUMO protease catalytic domain; Q9P0U3; recombinant SENP1 catalytic domain, CyPet-SUMO1-YPet FRET cleavage; inhibition, % at 10 µM; 0.21% of 360,000 active; AID 624204;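 active = inhibition at least 30% at 10 µM, raw YFP signal under a set limit, fluorescence ratio 0.5 to 1.5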;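 also: 0% = enzyme with DMSO and 100% = no enzyme wells; some results filed as inactive read as strong as hits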
Target sequence (Q9P0U3 419-644 limits assumed): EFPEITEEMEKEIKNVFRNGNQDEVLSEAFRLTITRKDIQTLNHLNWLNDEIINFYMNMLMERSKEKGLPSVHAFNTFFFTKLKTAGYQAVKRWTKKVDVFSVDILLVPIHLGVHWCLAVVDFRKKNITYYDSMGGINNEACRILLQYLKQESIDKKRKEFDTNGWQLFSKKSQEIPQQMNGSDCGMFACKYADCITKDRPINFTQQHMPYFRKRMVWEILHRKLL
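Assay system: hSENP1 catalytic domain, recombinant. Amount: SENP1 enzyme, 20 pM final. Schedule: 50 min reaction, RT, dark. Technique: FRET, CFP and YFP emission. Control set: no-enzyme wells low, DMSO-plus-enzyme wells high control.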
PfG6PD inh: PfG6PD (Plasmodium falciparum) enzyme inhibition | 0.78% of 350,000 active | inhibition, % at 20 µM | AID 504690 | PfGluPho enzyme, NADPH resazurin-diaphorase fluorescence;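 active = inhibition reaching at least a set limit at 20 µM in the primary screen, cut at about 59% in these data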;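 also: 0% = DMSO wells with substrate and 100% = DMSO wells lacking glucose-6-phosphate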
The depositor's hits bear a star; ? = inconclusive; . = not tested or not shown.

SMILES | SENP7 inh | SENP8 block-1 | HKDC1 inhibitor | SENP8 block-2 | beta cell repl | SENP6 block | UBC13 polyUb | SENP1 FRET inh | PfG6PD inh
FC(F)(F)c1cccc(-c2nc3nc(Cl)c(Cl)nc3[nH]2)c1 | 92* | 93* | 1 | -264 | -6 | 95* | -10 | -56 | 102*
Cc1ccc(NC(=O)OCCN2CCN(Cc3ccccc3)CCC2=O)cc1C | 14 | -3 | -1 | 5 | 1 | 12 | 8 | 1 | -1
Cn1cc(C(=O)c2ccc(Cl)cc2Cl)cc1C(=O)N/N=C(\N)COc1ccccc1 | 4 | 3 | -28 | 16 | -3 | -4 | 7 | 1 | -26
C/C(=N\NC(=O)c1nnn(-c2nonc2N)c1CSc1ccc(Cl)cc1)c1ccco1 | 11 | -4 | -3 | -31 | 0 | -10 | -8 | 1 | -4
Cn1c(CC(=O)Nc2ccccc2Cl)nnc1SCC(=O)NC1CCCCC1 | -4 | -8 | -9 | 14 | 0 | -27 | 4 | 2 | -12
NC(=O)CCn1c2ccccc2c2ccccc21 | 3 | 10 | -12 | -10 | 0 | -5 | 4 | -1 | 28
COc1cccc(C(=O)Nc2ncc3c(n2)CC(C)(C)CC3=O)c1 | 6 | 3 | -6 | 10 | -4 | 8 | -9 | 1 | -2
CCc1c(C)sc(NC(=O)CC#N)c1C#N | -1 | 5 | 5 | -84 | -5 | -1 | 3 | -41 | 15
COc1ccc(S(=O)(=O)N2CCC(C(=O)NCc3ccncc3)CC2)cc1 | -4 | 12 | 2 | -2 | -2 | 6 | 4 | 2 | -9
COc1ccc(C(=O)NCCCN2CCOCC2)cc1 | -5 | 10 | 2 | 29 | -3 | 2 | -2 | 2 | -12
O=C(N/N=C/c1cccc([N+](=O)[O-])c1)C(=O)N1CCCCCC1 | 4 | -4 | -1 | 8 | 2 | -15 | -4 | -4 | 80*
Cc1nn(C)cc1CN(C)C(=O)CCc1nnc(CCC2CCCCC2)o1 | -2 | 2 | -5 | 19 | 2 | -11 | 3 | 1 | -6
COc1ccc(NC2CCCN(C(=O)COc3ccc(C)cc3)C2)cc1 (stereo not drawn) | 5 | 0 | 9 | 1 | -1 | 0 | -5 | 1 | -17
C[C@H]1CN(CCc2ccccc2)C(=O)[C@@H]1CC(=O)NCc1ccccc1 | 0 | -4 | 4 | 14 | 1 | -8 | 6 | -1 | 1
Cc1ccc(NC(=O)N2CCCC(c3nc(-c4ccc(F)cc4)no3)C2)cc1 (stereo not drawn) | 4 | -1 | -3 | 22 | 0 | 8 | -11 | 1 | -3
CCOc1ccc(CN(CC)C(=O)c2ccc3c(c2)[nH]c(=O)c(=O)n3CC)cc1OC | 3 | -6 | -5 | -14 | 2 | -17 | -11 | -6 | 0
Cc1cc(C)c2nc(NC(=O)c3ccc([N+](=O)[O-])o3)sc2c1 | 10 | -7 | -7 | -8 | -2 | -11 | -19 | 6 | -8
COc1ccc(NC(=O)c2ccc(NCCCN3CCOCC3)c([N+](=O)[O-])c2)cc1 | 2 | 0 | 0 | 36 | -2 | 5 | -46 | 3 | 4
CCc1ccc(C(=O)CCC(=O)Nc2ccc(OC)c(S(=O)(=O)N3CCCCC3)c2)cc1 | 6 | -7 | 4 | 2 | -4 | 8 | 7 | -1 | -2
COc1ccccc1-c1nnc(NC(=O)c2cccc(N3C(=O)CCC3=O)c2)o1 | 0 | 1 | -2 | 11 | -3 | -5 | -7 | 1 | -6
O=C(NCCCNC(=O)c1ccccc1Br)c1ccccc1Br | -10 | -5 | -6 | 12 | 1 | -1 | -10 | -2 | 4
CCCNC(=S)NCCN1CCCCC1 | 0 | 2 | 0 | 17 | -5 | 10 | -1 | 0 | 3
Cc1ccc(NC(=O)COC(=O)CCNS(=O)(=O)c2c(Cl)cccc2Cl)cc1 | -4 | 5 | -2 | 5 | -1 | 16 | -6 | -1 | -18
COc1ccc(NC(=O)CN(C)C(=O)c2cn(-c3ccccc3)nc2-c2ccc(Cl)cc2)cc1 | -6 | -11 | -3 | 4 | -7 | -7 | -17 | 1 | 21
CC(C)c1ccc(S(=O)(=O)N2CCN(C(C)C(=O)NC3CCCC3)CC2)cc1 (stereo not drawn) | -4 | -10 | -2 | 16 | 3 | -10 | 0 | 1 | -3

Single records, from the list above. Screens in order: SENP7 inh | SENP8 block-1 | HKDC1 inhibitor | SENP8 block-2 | beta cell repl | SENP6 block | UBC13 polyUb | SENP1 FRET inh | PfG6PD inh
C[C@H]1CN(CCc2ccccc2)C(=O)[C@@H]1CC(=O)NCc1ccccc1 is listed with 0 | -4 | 4 | 14 | 1 | -8 | 6 | -1 | 1
Cn1c(CC(=O)Nc2ccccc2Cl)nnc1SCC(=O)NC1CCCCC1 is listed with -4 | -8 | -9 | 14 | 0 | -27 | 4 | 2 | -12
CC(C)c1ccc(S(=O)(=O)N2CCN(C(C)C(=O)NC3CCCC3)CC2)cc1 (stereo not drawn) is listed with -4 | -10 | -2 | 16 | 3 | -10 | 0 | 1 | -3
Cc1ccc(NC(=O)OCCN2CCN(Cc3ccccc3)CCC2=O)cc1C is listed with 14 | -3 | -1 | 5 | 1 | 12 | 8 | 1 | -1

Following part.
SMILES | SENP7 inh | SENP8 block-1 | HKDC1 inhibitor | SENP8 block-2 | beta cell repl | SENP6 block | UBC13 polyUb | SENP1 FRET inh | PfG6PD inh
CN1CCc2c(sc3c2C(=O)NC(c2ccc(-c4cccc(Cl)c4)o2)N3)C1 (stereo not drawn) | 2 | -3 | 7 | -365 | -6 | 26 | -14 | -41 | 17
Cc1cc(C)c(S(=O)(=O)N2CCN(C(=O)C3COc4ccccc4O3)CC2)c(C)c1 (stereo not drawn) | 2 | 13 | 2 | 4 | -2 | -2 | 22 | 2 | 3
CCC(=O)N/C(=N\OCc1ccc(F)cc1)c1nonc1NC(=O)CC | 1 | -3 | -1 | 22 | -2 | -10 | -4 | 2 | 2
CC(C)=CCN1CCN(Cc2cnc(-c3ccccc3)s2)CC1CCO (stereo not drawn) | 0 | 4 | -6 | 12 | -2 | -2 | -6 | 0 | 8
Cc1oc(-c2ccc(Cl)cc2)nc1CN1CCC(C(=O)N2CCN(Cc3ccccc3)CC2)CC1 | 5 | -3 | 9 | 3 | -6 | 1 | 16 | -4 | -35
O=C(COc1ccc(S(=O)(=O)Nc2ccc(Cl)cc2)cc1)N1CCOCC1 | 17 | 1 | -2 | -7 | 1 | 7 | -3 | 0 | -9
COc1ccc(CCNC(=O)CS(=O)(=O)Cc2nc(-c3ccccc3Cl)oc2C)cc1OC | -9 | 8 | -4 | 2 | 3 | -13 | 7 | 3 | 12
Cc1[nH]c2ccccc2c1-c1csc(N)n1 | -4 | -2 | -2 | 1 | -1 | 2 | 6 | -6 | 2
COCCN1C(=O)N(c2cccc(OC)c2)C(=O)C1CC(=O)Nc1ccc(Cl)cc1 (stereo not drawn) | 1 | 4 | 6 | 13 | 3 | 12 | -8 | 1 | -9
O=C(COc1ccc(S(=O)(=O)N2CCCCC2)cc1)NCC1CCCO1 (stereo not drawn) | -3 | -2 | 0 | 13 | 4 | 1 | 3 | 0 | -5
O=C(OCc1ccccc1C(F)(F)F)c1ccc(Br)c(S(=O)(=O)N2CCOCC2)c1 | . | . | 0 | 7 | . | . | . | 3 | 13
O=C1CSC(c2cn(-c3ccccc3)nc2-c2cc3ccccc3oc2=O)N1Cc1ccccc1 (stereo not drawn) | -2 | -10 | 2 | -377 | -2 | -13 | ? | -46 | 13
Nn1c(SCc2cn3cc(Cl)ccc3n2)nnc1-c1ccncc1 | -7 | -7 | -10 | -11 | -1 | -57 | -13 | -1 | 4
COc1ccc(-n2ncc3c(=O)n(Cc4c(F)cccc4Cl)cnc32)cc1 | 0 | 4 | -10 | -184 | -2 | -15 | 13 | 1 | -4
Cc1ccc(S(=O)(=O)N(C)CC(=O)NCCCn2nc(C)cc2C)cc1 | -10 | 2 | -6 | -6 | -2 | 0 | 12 | 0 | 6
COc1cc(OC)c2c(-c3cccc(-c4ccc(C(F)(F)F)cc4)c3)cc(=O)oc2c1 | 3 | . | 3 | -64 | . | . | . | 0 | 25
O=C(c1ccc2c(c1)OCO2)N1CCCC1 | -3 | 1 | -1 | 14 | -1 | -17 | 3 | -1 | 1
COc1cccc(NS(=O)(=O)c2ccc3[nH]cc(C(=O)NCCN4CCOCC4)c(=O)c3c2)c1 | -2 | -7 | -1 | -29 | -3 | -5 | -9 | -1 | 7
CCN1CCN(C(=S)c2ccc(Cl)c(Cl)c2)CC1 | 7 | 5 | -2 | 28 | 1 | 9 | 2 | 0 | 59*
O=C(O)CCc1nc(-c2ccc(Cl)cc2)no1 | 1 | 10 | -5 | 23 | -1 | 6 | 9 | 0 | 3
O=S(=O)(NCc1cccs1)c1cccc(S(=O)(=O)N2CCCCC2)c1 | 1 | -3 | 1 | 16 | 0 | -1 | 4 | 0 | -5
COc1ccc(F)cc1C(=O)C1CCCN(C(=O)Cc2c(C)noc2C)C1 (stereo not drawn) | -2 | 10 | -5 | -34 | -3 | 24 | 10 | 2 | 1
COc1cccc(/C=C/C(=C2/C(=O)N(c3ccccc3)N=C2C)c2ccc(Br)cc2)c1OC | 0 | 2 | 9 | 12 | -3 | 6 | -31 | 1 | -15
O=[N+]([O-])c1ccc(CCn2ccnc2)cc1 | -2 | 5 | -4 | 14 | 1 | 20 | 6 | -1 | 0
CCCCCCCCOC(=O)CCc1c(C)[nH]c(=S)[nH]c1=O | 6 | 2 | 0 | 19 | -2 | 3 | 9 | 4 | 11
(listing goes on)
SMILES | SENP7 inh | SENP8 block-1 | HKDC1 inhibitor | SENP8 block-2 | beta cell repl | SENP6 block | UBC13 polyUb | SENP1 FRET inh | PfG6PD inh
Cc1cccc(-n2nnc(C(=O)N3CCc4ccccc4C3)c2N)c1 | 21 | 14 | 4 | 20 | -4 | -35 | 5 | 0 | 8
O=C(Nc1cccc(F)c1)c1coc(=O)c(Br)c1 | 2 | -32 | -1 | -380 | 3 | -14 | 2 | -15 | -15
O=C(COc1ccc2c3c(c(=O)oc2c1)CCCC3)NCc1ccccn1 | 1 | -3 | 1 | -287 | 1 | 9 | 4 | 1 | 2
CN(CC(=O)Nc1ccc(F)cc1)C(=O)COC(=O)Cc1cccs1 | -6 | -8 | -5 | -29 | -1 | -20 | -11 | 0 | -11
Cc1ccc(S(=O)(=O)Nc2cc(=O)[nH]c(SCc3ccccc3Cl)n2)cc1 | -4 | -10 | -11 | 14 | -3 | -14 | -7 | -1 | 4
Cc1cccn2c(=O)nc(SCC(=O)N3CCC(C)CC3)nc12 | 3 | 0 | -6 | -59 | 3 | -2 | -3 | 4 | -13
CCS(=O)(=O)N1CCC(C(=O)NCCN2CCN(Cc3ccccc3)CC2)CC1 | 0 | 3 | -3 | 6 | -2 | 2 | -9 | 1 | -3
CC(CNC(=O)c1cc(Cl)ccc1[N+](=O)[O-])NC(=O)c1cc(Cl)ccc1[N+](=O)[O-] (stereo not drawn) | 0 | -8 | 0 | 16 | 1 | -1 | 4 | 2 | -10
Fc1ccc(Oc2ccnc(Cl)n2)c(Cl)c1 | 6 | -8 | 1 | . | 4 | 2 | -8 | . | 10
CCOC(=O)c1c(NC(=O)COC(=O)CCNS(=O)(=O)c2ccccc2)sc(C(=O)N(C)C)c1C | -4 | 5 | -5 | -13 | -1 | 2 | -7 | 1 | 4
CC(C)CCn1c(SCCc2ccccc2)nc2c1c(=O)[nH]c(=O)n2C | 4 | -1 | 2 | 23 | 0 | -15 | 1 | -1 | 6
